# TDP1 inh – inhibitors of human tyrosyl-DNA phosphodiesterase TDP1; Q9NUW8; recombinant TDP1, AlphaScreen DNA substrate cleavage; Potency, µM (top dose mostly 130 µM), for inactives: top-dose activity change, negative = inhibition, most hits filed as inhibitors; actives 0.28% (n = 350,000); note: nearly all actives have a fitted effect of over 40% in size
# Target sequence (Q9NUW8 whole entry, looked up): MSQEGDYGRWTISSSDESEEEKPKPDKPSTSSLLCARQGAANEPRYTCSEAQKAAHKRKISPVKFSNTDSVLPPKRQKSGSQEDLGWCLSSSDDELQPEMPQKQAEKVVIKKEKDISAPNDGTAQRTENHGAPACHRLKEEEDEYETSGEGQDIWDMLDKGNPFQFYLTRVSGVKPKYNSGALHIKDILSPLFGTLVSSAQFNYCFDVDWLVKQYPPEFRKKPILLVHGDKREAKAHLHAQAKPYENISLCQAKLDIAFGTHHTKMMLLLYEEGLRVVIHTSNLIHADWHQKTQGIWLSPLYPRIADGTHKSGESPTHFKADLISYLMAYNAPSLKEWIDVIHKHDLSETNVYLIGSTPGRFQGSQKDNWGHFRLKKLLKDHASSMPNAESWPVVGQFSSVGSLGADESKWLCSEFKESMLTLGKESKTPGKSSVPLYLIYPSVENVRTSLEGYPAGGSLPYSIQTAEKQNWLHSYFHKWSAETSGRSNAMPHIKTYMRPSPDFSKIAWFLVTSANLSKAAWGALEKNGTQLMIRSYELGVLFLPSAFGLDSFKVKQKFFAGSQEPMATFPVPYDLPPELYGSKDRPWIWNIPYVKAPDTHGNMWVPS
#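 Tdp1 1 nM final; 15 min RT w/ cpd; substrate 15 nM, 5 min; beads 10 ug/ml, 10 min; AlphaScreen read. Neg ctrl: no enzyme.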
# TDP1 cell noCPT – qHTS for Inhibitors of human tyrosyl-DNA phosphodiesterase 1 (TDP1): qHTS in cells in absence of CPT; actives 15% (n = 420,000); DT40 Tdp1-/- hTDP1 cells, no CPT, ATP luminescence, 48 h; Potency, µM (titrated, usually from 46.2 µM), without a hit: top-dose activity change, negative = growth inhibition, usual class: inhibitors; AID 686978, 2013; note: nearly all actives have a fitted effect of over 55% in size
#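 DT40 Tdp1-/-;hTDP1 cells, no CPT (DMSO vehicle only), 400 cells/well; compounds pin-transferred; ≥48 hr, 37 °C; CellTiter-Glo 30 min RT dark, luminescence read.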
# DT40 TDP1 CPT – growth inhibition of DT40 Tdp1-/-;hTDP1 cells with camptothecin (screen for TDP1 inhibitors) | actives 12% (n = 420,000) | chicken DT40 Tdp1-/-;hTDP1 cells + 20 nM CPT, ATP luminescence, 48 h | Potency, µM (titrated, usually from 46.2 µM), for inactives: at the highest dose activity change, negative = growth inhibition, usual class: inhibitors; note: nearly all actives have a fitted effect of over 55% in size
#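 Cell growth measured by CellTiter-Glo luminescence after a minimum 48 h, 37 C compound exposure with 20 nM CPT in Tdp1-knockout DT40 cells stably expressing hTDP1, seeded 400/well; qHTS titration format.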
# An asterisk follows results filed as active; ? = inconclusive; . = not tested or not shown; & = joins results of further samples; [ ] = dose if it differs, or a comment. Calls come from the whole dose curve; as a rule, active = well fitted curve in the direction sought with a large enough effect; inconclusive = small, poorly fitted or top-dose-only effect, or another doubt; inactive = no such curve, though single readings can be large; an effect the other way counts as inactive or inconclusive. % is set by controls: 0 for no effect and ±100 for the full control effect; potency is the fitted concentration of half-maximal effect. An unsorted share of the library. About 18% of those tested had a hit in this group.
SMILES,TDP1 inh,TDP1 cell noCPT,DT40 TDP1 CPT
Cn1nc(OCc2ccccc2)ccc1=O,3%,-12%,-12%
CC(=O)NC(=O)c1cnn(-c2ccccc2)c1N,5%,-5%,4%
O=C(NCc1n[nH]c(=S)n1-c1ccc(F)cc1)c1ccco1,.,-8%,-5%
Cc1ccc(C2=N/C(=C\c3ccc(OS(=O)(=O)c4ccc(C)cc4)cc3)C(=O)O2)cc1,3%,?,?
O=C(CN1C(=O)CC(c2ccco2)Sc2ccccc21)Nc1ccccc1F (stereo not given),3%,?,?
O=C(CC1C(=O)NCCN1Cc1ccc(Cl)c(F)c1)NC1CCCCC1 (stereo not given),3%,5%,1%
O=C(Nc1ccc(N2CCCC2)cc1)c1ccc(Cl)cc1Cl,.,-5%,0%
CCC(CC)c1nnc(NC(=O)c2cc([N+](=O)[O-])ccc2N2CCOCC2)s1,2%,18µM*,?
COc1ccc(N(CC(=O)NC(C)C)C(=O)CCC(=O)Nc2ccccn2)cc1,.,3%,-3%
COC(=O)[C@]1(Cc2ccccc2)N[C@H](CN(C)C(=O)Nc2ccccc2)[C@@H]2C(=O)N(C)C(=O)[C@@H]21,0%,-20%,4%
CCN1CCN(C(=O)c2ccc(Cl)c(S(=O)(=O)N3CCCCCC3)c2)CC1,-1%,?,?
COc1ccc(N2CC(C(=O)NNC(=O)c3ccc(Br)cc3)CC2=O)c(OC)c1 (stereo not given),.,8%,4%
O=C(CCCN1C(=O)/C(=C/c2ccccc2)SC1=S)NCCCn1ccnc1,9%,?,?
O=C(COc1ccc2c3c(c(=O)oc2c1)CCC3)Nc1ccccn1,-3%,12%,-2%
O=C(N/N=C/c1ccccn1)c1cccc([N+](=O)[O-])c1,5%,16µM*,?
Cc1cccc(Nc2nnc(-c3ccc(N4CCOCC4)c([N+](=O)[O-])c3)c3ccccc23)c1,-5%,18µM*,?
Cc1ccc(C)c(NC(=O)CN2CCCN(Cc3cccc(Cl)c3)S2(=O)=O)c1,6%,?,?
Cc1ccn2cc(-c3ccc(NC(=O)c4ccco4)cc3)nc2c1,5%,?,?
CCOC(=O)C1CCN(C(=O)c2ccc(N3CCOCC3)c([N+](=O)[O-])c2)CC1,1%,-19%,2%
CN(C)C=Nc1ccc2nn(-c3ccccc3)nc2c1,0%,-24%,-6%
O=C(CSc1ccc(F)cc1)NC(=O)c1ccccc1,.,-24%,-17%
COc1ccc(CN(C)C(C)C(=O)Nc2cccc3ccccc23)cc1 (stereo not given),-4%,?,?
COc1ccc(N(CC(=O)NCCC2=CCCCC2)S(C)(=O)=O)cc1OC,5%,?,-16%
Cc1ccc(CNC(=O)C2CCCN(S(=O)(=O)N3CC(C)CC(C)C3)C2)cc1 (stereo not given),2%,10%,-11%
COC(=O)C1(Cc2cc(-c3ccccc3)no2)CCN(C(=O)OC(C)(C)C)CC1,.,?,?
# Further structures.
SMILES,TDP1 inh,TDP1 cell noCPT,DT40 TDP1 CPT
COc1cc(C2C(c3ccccc3)C(c3cc(OC)cc(=O)o3)C2c2ccccc2)oc(=O)c1 (stereo not given),.,?,?
CC(C(=O)Nc1ccc(S(=O)(=O)N2CCOCC2)cc1)N1C(=O)C2CC=CCC2C1=O (stereo not given),-1%,-10%,-7%
CC1(O)CC2CC1C(C(=O)O)C2C(=O)O (stereo not given),.,1%,18%
CC(C)(C)NCc1cc(Cl)ccc1OCc1cccs1,-1%,?,15µM*
O=C(CCNS(=O)(=O)c1cccc2nsnc12)NCc1ccccc1Cl,-1%,-5%,-8%
COc1cc(S(=O)(=O)N2CCCCCC2)c(OC)cc1Br,-1%,?,?
O=c1nc(N/N=C/C=C/c2ccccc2)cn[nH]1,5%,8.2µM*,?
COc1cccc(OC)c1C(=O)OCC(=O)NCC(C)C,-1%,5%,-1%
O=C(/C=C/N1CCOCC1)c1ccc(-c2ccccc2)cc1,2%,21µM*,?
O=C1c2cccnc2C(=O)N1Cc1ccc2c(c1)OCO2,2%,-18%,-1%
O=P(O)(O)OC[C@H]1O[C@](O)(COP(=O)(O)O)[C@@H](O)[C@@H]1O,1%,-4%,7%
CC(=O)c1cccc(NC(=O)C2CC(c3ccc(F)cc3)=NO2)c1 (stereo not given),1%,-3%,-6%
CCOC(=O)c1[nH]c(C)c(/C(O)=C2\C(=O)C(=O)N(CCN(C)C)C2c2ccncc2)c1C (stereo not given),7%,-2%,7%
CCCn1nnnc1SCC(=O)N1CCN(C(=O)c2ccco2)CC1,-3%,-2%,2%
Cc1ccc(-c2noc(CC(c3ccccc3)c3ccccc3)n2)cc1,.,-11%,-28%
Cc1nn(C)cc1CNC(=O)c1cccc(Br)c1,4%[56.1 µM],4%,-10%
COc1cc2[nH]c(C)c(-c3ccccc3)c(=O)c2cc1Cl,.,-3%,-4%
COC(=O)[C@@H]1CCCN1C(=O)c1cc(COc2cccc3cccnc23)on1,0%,-10%,-14%
Cc1ccccc1NC(=O)CCN1CCCCCC1,.,-19%,-4%
Cc1nn(-c2ccccc2)c2c1C(c1ccc(Cl)cc1)N(c1ccccc1)C(=O)N2 (stereo not given),8%,-25%,?
CC(=O)N/C(=C\c1ccc(F)cc1)C(=O)NC(Cc1ccccc1)C(=O)O (stereo not given),0%,8%,6%
Cc1ccc(C2NC(=O)NC(O)(C(F)(F)F)C2C(=O)c2cccs2)o1 (stereo not given),3%,-8%,-6%
COC(=O)c1cc(CSc2nnc(NC3CCCCC3)s2)oc1C,2%,?,?
CC(C)(C)C(=O)Nc1nnc(COc2ccc(Cl)cc2)s1,4%,?,-4%
CCc1cccc(CC)c1NC(=O)NC1CCCCC1,3%,-3%,-6%

# Single records, as listed above. Order of values: TDP1 inh, TDP1 cell noCPT, DT40 TDP1 CPT
# Listed for CC(C(=O)Nc1ccc(S(=O)(=O)N2CCOCC2)cc1)N1C(=O)C2CC=CCC2C1=O (stereo not given) : -1%, -10%, -7%
# Listed for Cc1nn(-c2ccccc2)c2c1C(c1ccc(Cl)cc1)N(c1ccccc1)C(=O)N2 (stereo not given) : 8%, -25%, ?
# Listed for Cc1ccc(C2NC(=O)NC(O)(C(F)(F)F)C2C(=O)c2cccs2)o1 (stereo not given) : 3%, -8%, -6%
# Listed for COc1cc(S(=O)(=O)N2CCCCCC2)c(OC)cc1Br : -1%, ?, ?
# Listed for CC(C)(C)NCc1cc(Cl)ccc1OCc1cccs1 : -1%, ?, 15µM*

# Next part.
SMILES,TDP1 inh,TDP1 cell noCPT,DT40 TDP1 CPT
COc1cccc(NC(=O)N2CCC(n3nnc4ccccc43)CC2)c1,0%,11%,16%
O=C(COC(=O)c1n[nH]c2ccccc12)Nc1ccccc1Br,-2%,-17%,-3%
CC(C)Cc1nnc(NC(=O)CCC(=O)NC2CCCCCCC2)s1,0%,4%,-10%
Cc1ccc(/C=N/NC(=O)c2cccs2)cc1[N+](=O)[O-],3%,16µM*,12µM*
Cc1ccccc1CNC(=O)C1CCCN(S(=O)(=O)N(C)c2ccc(F)cc2)C1 (stereo not given),5%,18µM*,23µM*
CCOC(=O)C1=CCC(c2cccn2C(=O)OC(C)(C)C)N(S(=O)(=O)c2ccc(C)cc2)C1 (stereo not given),.,?,?
CCN(CC)C(=O)C(=O)c1cccn1-c1cccc(OC)c1C#N,.,3%,2%
O=C1CCCC2=C1C(c1ccc(OS(=O)(=O)c3ccc(Cl)cc3)cc1)C1=C(CCCC1=O)O2,1%,?,?
Cc1noc(C)c1CSc1nnc2n(-c3ccccc3)c(=O)c3ccccc3n12,.,-8%,?
COc1ccc(C(=O)CSc2ncnc3nc[nH]c23)cc1,1%,?,-13%
Cc1ccc(CC(=O)NCCCc2ccccc2)cc1,3%,-11%,-7%
CC(=O)N(Cc1cc(=O)[nH]c2ccccc12)c1ccc(C)cc1C,.,-4%,-6%
CC(C)(C)NC(=S)N/N=C/c1cc(Br)c(O)c(Br)c1,-5%,?,-2%
NC(=O)CN1C(=O)C(O)(CC(=O)c2ccccc2O)c2ccccc21 (stereo not given),5%,-20%,-11%
CCN(CC)C(=O)C1=C(C)N(Cc2ccccc2)C(=O)C(CC(=O)NC(c2ccccc2)c2ccccc2)C1 (stereo not given),.,18µM*,?
O=C(NCCc1ccccn1)c1cc2ccccc2o1,0%,4%,-21%
COCCNC(=O)CSc1ccccc1C(=O)O,-2%,3%,26%
Cc1c(C(=O)NCC2CCCO2)oc2c(Cl)cccc12 (stereo not given),.,-27%,-12%
CN(CC(=O)Nc1ccc(OC(F)(F)F)cc1)S(=O)(=O)c1ccc2c(c1)CCC(=O)N2,6%,12µM*,?
O=C(NC1CCCC1)C1CCC(CNS(=O)(=O)c2ccccc2)CC1 (stereo not given),-2%,9%,1%
Cc1nnc(SCC(=O)N/N=C/c2cc(Cl)c(O)c(Cl)c2)s1,-14%,-5%,-1%
O=C(O)C1=C[C@@H](C2CC2)C[C@@H](OCCCCO)O1,.,1%,-3%
CCC(=O)Nc1nn(C)c2nc3c(C)cccc3cc12,0%,?,-2%
O=C(NC(=S)NCCc1ccccc1)c1ccco1,7%,?,?
O=C(Nc1ccccc1)Nc1ccc(F)c([N+](=O)[O-])c1,5%,16µM*,16µM*
# (list continues)
SMILES,TDP1 inh,TDP1 cell noCPT,DT40 TDP1 CPT
O=S(=O)(Nc1ccncc1)c1ccccc1,3%,-12%,1%
CCCCOc1ccc(CNn2c(C)nc3ccccc3c2=O)cc1,8%,23µM*,?
OC(c1ccccc1)C(NCc1ccccc1)c1ccccc1 (stereo not given),.,23µM*,23µM*
COc1ccc(NC(=O)CCN2CCCCCC2)c(OC)c1,5%,-6%,-8%
CCS(=O)(=O)Nc1ccc(C2=NN(C(=S)Nc3ccccc3)C(c3ccco3)C2)cc1 (stereo not given),5%,16µM*,16µM*
CC(=O)Nc1ccccc1OCC(=O)NC(C)c1ccc(F)cc1 (stereo not given),2%,?,13µM*
COc1ccccc1C(=O)COC(=O)CNC(=O)c1ccc(Br)o1,4%,2%,-21%
CCC(=O)Nc1cccc(C2=NOC3(C2)C[C@@H](C(N)=O)N(C(=O)COc2ccc(Cl)cc2)C3)c1 (stereo not given in full),4%,-5%,-1%
COc1cccc(C(=O)OCC(=O)Nc2cc(C)on2)c1OC,-16%,-1%,-3%
CCSc1ccc([C@@H]2[C@@H]3C(=O)N(CC)C(=O)[C@@H]3[C@]3(C(=O)OC)CCCCN23)cc1,-2%,23µM*,16µM*
CCOc1cccc(/C(O)=C2/C(=O)C(=O)N(CCN3CCOCC3)C2c2cccnc2)c1 (stereo not given),-4%,-6%,-1%
CC1(C)N=C(/C=N/O)C=[N+]1[O-],5%,1%,3%
c1ccc(-c2cnc(-c3ccccc3)nc2)cc1,0%,-13%,2%
O=C(NCc1ccccc1)c1ccccc1OCC(=O)N1CCCCC1,6%,-21%,-21%
Cc1noc(C)c1S(=O)(=O)N1CCC(C(=O)N2CCC(N3CCCCC3)CC2)CC1,0%,6%,29%
CCc1ccccc1NC(=O)C1=CC(c2ccc(OC)c(OC)c2)=NS(=O)(=O)N1C,-6%,-14%&-21%,-29%&-25%
Cn1c(=O)c2cccnc2c(=O)n1C,.,9%,0%
CCN(CC)S(=O)(=O)c1cc(C(=O)Oc2cccc(-c3cnc4ccccc4n3)c2)ccc1OC,3%,21µM*,?
Cc1cccc(NC(=O)Cn2nnc(-c3cccs3)n2)c1C,2%,1%,0%
O=C(CN1c2ccccc2Sc2ccccc21)N/N=C/c1ccc([N+](=O)[O-])cc1,.,21µM*,?
Cc1ccc(/C=N\NC(=O)C2COc3cc4ccccc4cc3O2)o1 (stereo not given),8%,-4%,-12%
NCCCNCCCCNC(=O)C(O)NC(=O)CCCCCCN=C(N)N (stereo not given),.,1.2µM*,1.2µM*
Cc1ccc(SCCOCCN2CC(C)OC(C)C2)cc1 (stereo not given),.,-25%,-9%
COc1ccc(OCc2ccc(-c3nc(C#N)c(N4CCC(C(N)=O)CC4)o3)o2)cc1,3%,?,?

# Entries shown so far that have a COOH group (four):
SMILES,TDP1 inh,TDP1 cell noCPT,DT40 TDP1 CPT
CC1(O)CC2CC1C(C(=O)O)C2C(=O)O (stereo not given),.,1%,18%
CC(=O)N/C(=C\c1ccc(F)cc1)C(=O)NC(Cc1ccccc1)C(=O)O (stereo not given),0%,8%,6%
COCCNC(=O)CSc1ccccc1C(=O)O,-2%,3%,26%
O=C(O)C1=C[C@@H](C2CC2)C[C@@H](OCCCCO)O1,.,1%,-3%

# Quoted from the listing:
# Under TDP1 inh, `c1ccc(-c2cnc(-c3ccccc3)nc2)cc1` has 0%
# Under DT40 TDP1 CPT, `COc1ccccc1C(=O)COC(=O)CNC(=O)c1ccc(Br)o1` has -21%

# Source: PubChem
